# U2OS ROS induce: ROS inducers in U2OS cancer cells, primary screen, cell-based, H2DCF-DA fluorescence. AID 624156, 2012. 2% of 46,000 active. U2OS ROS induction. ROS induction (% of piperlongumine), % at 10 µM; in the data active means ROS induction above about 79%, passing the limit was not always enough;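 further: 0% = DMSO vehicle median and 100% = reference compound median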
# Numbers without * were called inactive.
SMILES,U2OS ROS induce
C[C@@H]1CN([C@H](C)CO)C(=O)c2cc(NC(=O)Nc3ccccc3)ccc2O[C@@H]1CN(C)Cc1ccc(Oc2ccccc2)cc1,-1
CC(C)NC(=O)Nc1cccc2c1O[C@@H](CN(C)CC1CCCCC1)[C@H](C)CN([C@@H](C)CO)C2=O,3
Cc1c(C)c(C)c(CS(=O)(=O)CC(=O)Nc2ccc(F)c(Cl)c2)c(C)c1C,3
COc1cccc(NC(=O)Nc2nncs2)c1,-5
COc1ccc(S(=O)(=O)Nc2ccc3c(c2)C(=O)N([C@H](C)CO)C[C@@H](C)[C@@H](CN(C)CC2CCCCC2)O3)cc1,-1
Cc1noc(C)c1S(=O)(=O)N(C)C[C@@H]1Oc2ccc(NC(=O)NC3CCCCC3)cc2CC(=O)N([C@@H](C)CO)C[C@@H]1C,13
O=C(O)c1c(CNCCc2ccc(Cl)cc2)c2ccccc2n1Cc1ccccc1,-3
C[C@@H]1CN([C@@H](C)CO)C(=O)c2cccc(N(C)C)c2O[C@@H]1CN(C)S(=O)(=O)c1ccc(Cl)cc1,-9
CCOc1ccc(Cc2nccc3cc(OCC)c(OCC)cc23)cc1OCC,0
C=CCn1c2ccccc2n2nc(CCC(=O)O)c(=O)nc12,-10
C[C@@H]1CN([C@@H](C)CO)C(=O)CCCn2cc(nn2)CO[C@@H]1CN(C)C(=O)Nc1ccccc1,-3
Cc1nn(-c2ccccc2)c(C)c1Sc1ccccc1,-9
CNC[C@@H]1Oc2c(NS(=O)(=O)c3cn(C)cn3)cccc2C(=O)N([C@@H](C)CO)C[C@@H]1C,-19
C[C@@H]1CN([C@H](C)CO)C(=O)c2cccc(NC(=O)Nc3ccc4c(c3)OCO4)c2O[C@H]1CN(C)S(=O)(=O)c1cccs1,-7
CCc1ccc(NC(=O)C(CC)Sc2nc3ccsc3c(=O)n2C2CC2)cc1 (stereo not drawn),13
C[C@H]1CN([C@@H](C)CO)C(=O)Cc2cc(NC(=O)c3ccncc3)ccc2O[C@@H]1CN(C)C(=O)NC1CCCCC1,10
Cc1ccc(S(=O)(=O)N(C)C[C@@H]2Oc3ccc(NC(=O)C4CC4)cc3C(=O)N([C@@H](C)CO)C[C@@H]2C)cc1,7
COc1ccc(C(=O)Nc2cccc(-c3nc4ccccc4s3)c2)cc1,18
COc1ccc(NC(=O)N(C)C[C@@H]2OCc3cn(nn3)CCCC(=O)N([C@@H](C)CO)C[C@@H]2C)cc1,-10
O=C(Nc1ccc(OC(F)(F)F)cc1)N1CCN(C(c2ccccc2)c2ccccc2)CC1,7
COc1ccc(C)cc1S(=O)(=O)N(C)CC(=O)Nc1cccc(F)c1,-4
C[C@H]1CN([C@@H](C)CO)C(=O)c2cc(NC(=O)c3ccncc3)ccc2O[C@H]1CN(C)Cc1ccc(Cl)c(Cl)c1,-4
C[C@@H]1CN([C@@H](C)CO)C(=O)c2cc(NC(=O)Cc3cn(C)c4ccccc34)ccc2O[C@H]1CN(C)Cc1ccccc1,8
C[C@@H]1CN([C@@H](C)CO)C(=O)CCCn2nncc2CO[C@@H]1CN(C)C(=O)Nc1ccccc1,18
Nc1nc2ccccc2n1C(=O)c1ccco1,-12
C[C@H]1CN([C@@H](C)CO)C(=O)Cc2cc(NC(=O)C3CCCCC3)ccc2O[C@@H]1CN(C)S(=O)(=O)c1cn(C)cn1,-11
C[C@H]1CN([C@@H](C)CO)C(=O)c2cccc(NC(=O)C3CC3)c2O[C@@H]1CN(C)Cc1ccc(Oc2ccccc2)cc1,94*
C[C@@H]1CN([C@H](C)CO)C(=O)Cc2cc(NS(C)(=O)=O)ccc2O[C@@H]1CN(C)CC1CCCCC1,-7
C[C@@H]1CN([C@@H](C)CO)C(=O)c2cc(NC(=O)CCCN(C)C)ccc2O[C@@H]1CN(C)S(=O)(=O)c1ccc(F)cc1,-9
COc1cccc(-c2cc(C(F)(F)F)n3nc(C(=O)Nc4c(C#N)cnn4C)cc3n2)c1,14

# Looked up by structure from above (six):
SMILES,U2OS ROS induce
C[C@@H]1CN([C@H](C)CO)C(=O)Cc2cc(NS(C)(=O)=O)ccc2O[C@@H]1CN(C)CC1CCCCC1,-7
COc1ccc(C)cc1S(=O)(=O)N(C)CC(=O)Nc1cccc(F)c1,-4
C[C@@H]1CN([C@@H](C)CO)C(=O)c2cc(NC(=O)CCCN(C)C)ccc2O[C@@H]1CN(C)S(=O)(=O)c1ccc(F)cc1,-9
C[C@@H]1CN([C@@H](C)CO)C(=O)CCCn2nncc2CO[C@@H]1CN(C)C(=O)Nc1ccccc1,18
C[C@H]1CN([C@@H](C)CO)C(=O)Cc2cc(NC(=O)C3CCCCC3)ccc2O[C@@H]1CN(C)S(=O)(=O)c1cn(C)cn1,-11
Nc1nc2ccccc2n1C(=O)c1ccco1,-12

# Remaining list, next part:
SMILES,U2OS ROS induce
C[C@H]1CN([C@@H](C)CO)C(=O)c2cccc(NS(=O)(=O)c3ccc(Cl)cc3)c2O[C@@H]1CN(C)Cc1ccccc1,73
COc1ccc(S(=O)(=O)Nc2ccc3c(c2)C(=O)N([C@H](C)CO)C[C@H](C)[C@@H](CN(C)S(=O)(=O)c2c(C)noc2C)OCCCC[C@@H](C)O3)cc1,18
C[C@H](CO)N1C[C@H](C)[C@H](CN(C)S(=O)(=O)c2ccc(F)cc2)Oc2ccc(NC(=O)Cc3ccccc3)cc2C1=O,41
COC(=O)[C@H]1[C@@H]2COc3ccccc3[C@H]2N[C@H]1C(=O)OC,-6
C[C@@H]1CCCCO[C@H](CN(C)Cc2ccc3c(c2)OCO3)[C@@H](C)CN([C@H](C)CO)C(=O)c2cc(NC(=O)Nc3ccccc3)ccc2O1,9
Cc1ccc(SC(C)C(=O)c2ccc(C)c(Cl)c2)cc1 (stereo not drawn),31
COC(=O)c1cc(NC(=O)CN(c2cc(C)cc(C)c2)S(C)(=O)=O)ccc1Cl,21
Cc1ccc(S(=O)(=O)Nc2ccc3c(c2)C(=O)N([C@@H](C)CO)C[C@@H](C)[C@@H](CN(C)C(=O)Nc2ccc(C(F)(F)F)cc2)O3)cc1,21
CC(C)NC(=O)Nc1ccc2c(c1)CC(=O)N([C@@H](C)CO)C[C@H](C)[C@H](CN(C)CC1CC1)O2,5
Cc1noc(C)c1NC(=O)Nc1ccc2c(c1)C(=O)N([C@@H](C)CO)C[C@H](C)[C@H](CN(C)S(=O)(=O)c1ccc(Cl)cc1)O2,0

# In a second layout: 4 of the compounds above.
Molecule: Cc1nn(-c2ccccc2)c(C)c1Sc1ccccc1
  U2OS ROS induce: -9
Molecule: CNC[C@@H]1Oc2c(NS(=O)(=O)c3cn(C)cn3)cccc2C(=O)N([C@@H](C)CO)C[C@@H]1C
  U2OS ROS induce: -19
Molecule: C[C@@H]1CN([C@H](C)CO)C(=O)c2cccc(NC(=O)Nc3ccc4c(c3)OCO4)c2O[C@H]1CN(C)S(=O)(=O)c1cccs1
  U2OS ROS induce: -7
Molecule: CCc1ccc(NC(=O)C(CC)Sc2nc3ccsc3c(=O)n2C2CC2)cc1 (stereo not drawn)
  U2OS ROS induce: 13

# (continued)
SMILES,U2OS ROS induce
C[C@H]1CN([C@@H](C)CO)C(=O)c2cc(NC(=O)C3CC3)ccc2O[C@@H]1CN(C)C(=O)Nc1ccc2c(c1)OCO2,0
CCn1c2ccc(Cl)cc2c2cc(Cl)ccc21,27
COc1ccc(NC(=O)Nc2ccc3c(c2)C(=O)N([C@@H](C)CO)C[C@@H](C)[C@H](CN(C)C(=O)Nc2c(C)noc2C)O3)cc1,16
C[C@@H]1CN([C@H](C)CO)C(=O)Cc2cc(NC(=O)C3CCCCC3)ccc2O[C@H]1CN(C)C(=O)Nc1ccc(C(F)(F)F)cc1,4
CNC[C@@H]1Oc2ccc(N)cc2C(=O)N([C@@H](C)CO)C[C@H]1C,0
C[C@H]1CN([C@@H](C)CO)C(=O)Cc2cc(NS(=O)(=O)c3ccc(F)cc3)ccc2O[C@@H]1CN(C)S(=O)(=O)c1cccs1,26
CC(C)CNC(=S)N1CCCC1,-11
COc1ccc(NC(=O)Nc2cccc3c2O[C@@H](CN(C)S(=O)(=O)c2ccc(OC)cc2)[C@@H](C)CN([C@@H](C)CO)C3=O)cc1,1
C[C@H]1CN([C@@H](C)CO)C(=O)Cc2cc(NS(=O)(=O)c3cccs3)ccc2O[C@@H]1CN(C)CC1CCCCC1,22
COc1ccc([Si](C)(C)[C@H]2[C@H](CCn3cc([C@H](O)c4ccccc4)nn3)O[C@@]3(C(=O)N(C)c4ccccc43)[C@@H]2C)cc1,16
CC1(C)COC(CCC/C=N/NC(=O)c2ccccn2)OC1,-9
CNC[C@@H]1Oc2ccc(N(C)C)cc2CC(=O)N([C@H](C)CO)C[C@@H]1C,6
NC(N)=NC(N)=Nc1cccc(Cl)c1,0
C[C@@H]1CN([C@H](C)CO)C(=O)c2cc(NC(=O)Nc3ccc(C(F)(F)F)cc3)ccc2O[C@H]1CN(C)S(=O)(=O)c1ccccc1,6
C[C@H](CO)N1C[C@H](C)[C@H](CN(C)Cc2ccncc2)Oc2ccc(NC(=O)Cc3cn(C)c4ccccc34)cc2CC1=O,-3
C[C@H](CO)N1C[C@H](C)[C@@H](CN(C)C(=O)Nc2cccc3ccccc23)Oc2ccc(NC(=O)C3CC3)cc2C1=O,46
C[C@@H]1CN([C@@H](C)CO)C(=O)c2cc(NC(=O)C3CC3)ccc2O[C@@H]1CN(C)CC1CCCCC1,0
O=C(CSc1ccc(-c2ccncc2)nn1)NCC1CCCO1 (stereo not drawn),-10
C[C@H](CO)N1C[C@H](C)[C@@H](CN(C)S(=O)(=O)c2ccccc2)Oc2c(NS(=O)(=O)c3cn(C)cn3)cccc2C1=O,0
C=CCN1Cc2ccccc2[C@H]2OC(c3ccc(OCCCO)cc3)=N[C@@]2(Cc2ccccc2)C1=O,28
C[C@@H]1CC(=O)C2=C(C1)C[C@@H](O)[C@@]1(O)C2C(=O)c2cccc(O)c2[C@@H]1O (stereo partly drawn),-8
N#CC1=C(N)N2CCSC2=NC1(C(F)(F)F)C(F)(F)F,47
Cc1c(CC(=O)O)c(=O)oc2cc(OCC(=O)O)ccc12,-11
Cc1ccnc(NC(=O)Cn2cnc3c2c(=O)n(C)c(=O)n3C)n1,-34
CCOC(=O)c1cc2ccccc2nc1C,8
O=S(=O)(c1ccc(-c2cc(C(F)(F)F)ccn2)s1)N1CCCC1,3
Cc1ccc(-c2cc(C(=O)NCc3ccco3)no2)cc1,-5
C[C@@H]1CN([C@H](C)CO)C(=O)Cc2cc(NC(=O)CCCCCC(=O)Nc3ccccc3N)ccc2O[C@H]1CN(C)Cc1ccc2c(c1)OCO2,-5
COc1ccc(NC(=O)NCC(C)CSc2ccc(Cl)cc2)c(OC)c1 (stereo not drawn),-5
CCOc1ccc2nc(SCC(=O)Nc3c(C)cccc3C)[nH]c2c1,-7
Cc1ccc(S(=O)(=O)Nc2ccc3c(c2)C(=O)N([C@H](C)CO)C[C@H](C)[C@@H](CN(C)C(=O)Nc2ccc4c(c2)OCO4)OCCCC[C@@H](C)O3)cc1,3
Cc1cc(C)c(NC(=O)CSc2nc3ccc(NC(=O)c4ccccc4C)cc3s2)c(C)c1,-3
C[C@@H]1CN([C@@H](C)CO)C(=O)c2cc(NC(=O)Cc3cn(C)c4ccccc34)ccc2O[C@@H]1CN(C)Cc1ccc2c(c1)OCO2,40
CSc1c(CC(=O)Nc2ccccc2)n(C)c2ccccc12,3
C[C@H](CO)N1C[C@H](C)[C@@H](CN(C)S(=O)(=O)c2cccc(F)c2)OCc2cn(nn2)CCCC1=O,-11
COc1ccc(NC(=O)CSC2CC(=O)N(c3cc(Cl)cc(Cl)c3)C2=O)cc1 (stereo not drawn),-18
O=C1c2ccccc2-[n+]2ccc3c([nH]c4ccccc43)c21,1
Cc1ccc(CN(CC(=O)O)S(=O)(=O)c2ccc(Br)cc2)cc1,43
O=C(NCCCN1CCCC1)c1cnn(-c2ccccc2)c1-n1cccc1,21
CC(C)(C)S(=O)(=O)/C(C#N)=C/c1sccc1C1OCCO1,-4
CSc1nnc(-c2cc(OCC(F)(F)F)nc(OCC(F)(F)F)c2)n1Cc1ccco1,29
CS(=O)(=O)N(CC(=O)Nc1ccc(Oc2ccccc2)cc1)c1ccc(F)c(Cl)c1,17

# Three compounds out of the list, arranged by formula weight, lowest first:
SMILES,U2OS ROS induce
CC(C)(C)S(=O)(=O)/C(C#N)=C/c1sccc1C1OCCO1,-4
COc1ccc(NC(=O)CSC2CC(=O)N(c3cc(Cl)cc(Cl)c3)C2=O)cc1 (stereo not drawn),-18
C[C@@H]1CN([C@H](C)CO)C(=O)Cc2cc(NS(C)(=O)=O)ccc2O[C@@H]1CN(C)CC1CCCCC1,-7

# Screening results deposited in PubChem by Broad Institute.

# This is a subset (hit frequency here may not be typical).
